RECQ1 helicase – blocks DNA unwinding by human RECQ1; Potency, µM (titrated, usually from 57.3 µM), inactives show at the top dose activity, negative = inhibition, actives largely listed as inhibitors; 0.54% of 240,000 active; RECQ1 DNA unwinding, red fluorescence kinetic read; P46063; AID 2549;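 further: plate controls were vehicle for no effect and no enzyme for full effect; nearly all actives have a fitted effect of over 30% in size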
Target sequence (P46063 whole entry, looked up): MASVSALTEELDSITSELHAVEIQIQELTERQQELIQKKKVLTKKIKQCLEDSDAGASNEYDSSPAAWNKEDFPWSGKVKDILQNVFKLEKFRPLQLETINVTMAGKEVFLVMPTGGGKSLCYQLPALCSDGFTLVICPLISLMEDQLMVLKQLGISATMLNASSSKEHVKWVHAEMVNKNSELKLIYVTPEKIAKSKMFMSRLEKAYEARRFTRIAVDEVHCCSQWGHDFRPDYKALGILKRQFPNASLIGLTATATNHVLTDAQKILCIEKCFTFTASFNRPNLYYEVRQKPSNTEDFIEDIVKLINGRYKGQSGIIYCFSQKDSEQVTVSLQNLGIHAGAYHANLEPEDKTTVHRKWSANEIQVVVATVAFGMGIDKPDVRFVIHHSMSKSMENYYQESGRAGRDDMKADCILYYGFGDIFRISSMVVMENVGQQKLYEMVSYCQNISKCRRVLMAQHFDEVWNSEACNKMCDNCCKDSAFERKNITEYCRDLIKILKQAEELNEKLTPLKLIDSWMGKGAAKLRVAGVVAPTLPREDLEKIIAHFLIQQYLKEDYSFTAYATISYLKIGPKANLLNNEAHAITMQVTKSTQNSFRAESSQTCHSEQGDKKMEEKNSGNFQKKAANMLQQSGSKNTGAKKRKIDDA
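50 nM RECQ1T1 preincubated 15 min with compound in Tris pH 8.0 buffer with MgCl2, DTT, Tween-20 and 2.5 ug/ml poly(dI-dC); started with 200 nM TAMRA/BHQ-2 forked duplex and 2 mM ATP. Unwinding read as fluorescence (525/598 nm), two reads 2 h apart.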
HTT cytoprotect – Huntington cell model cytoprotection by ATP luminescence. PC12 HTT-Q103 induced, cytoprotection, ATP luminescence, 40 h. Potency, µM (highest dose often 56.4 µM), for inactives: cytoprotection (ATP increase), most hits filed as activators. 0.14% of 230,000 active. AID 1471;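 further: % of control where 0% means no effect; nearly all actives have a fitted effect of over 45% in size; toxic huntingtin expression switched on by the ecdysone agonist tebufenozide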
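Compounds were screened for protection of PC12 cells against cell death after tebufenozide induction (100 nM final) of mutant Huntingtin exon 1 (Q103) fused to GFP.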
Starred values were filed as active, the others as inactive; i = inactive; ? = inconclusive; [ ] = remark or other dose. The call rests on the fitted dose curve; in most records, active means well fitted curve in the direction sought with a large enough effect; inconclusive means small, poorly fitted or top-dose-only effect, or another doubt; inactive means no such curve, though single readings can be large; an effect the other way counts as inactive or inconclusive. Potency means the concentration at half of the fitted maximal effect. Not all compounds are listed; count on the stated rates, not on these rows.

SMILES	RECQ1 helicase	HTT cytoprotect
N#CCCn1c(=O)cnc2cnc(Oc3cccc(Cl)c3)nc21	-4%	7%
Cn1c(=O)c(CCc2ccccc2)nc2cncnc21	-6%	7%
Cc1noc(C)c1C(=O)N1CCC[C@@]2(CCN(C(=O)Nc3cccc(F)c3)C2)C1	-6%	-15%
COc1ccc(NC(=O)N2CC[C@@]3(CCCN(C(=O)c4csnn4)C3)C2)cc1	0%	-27%
Clc1ccccc1-c1nccc(NCc2cccs2)n1	-9%	-40%[inhibitor]
COC(=O)N1CCC2(CCCN(C(=O)Nc3cccc(F)c3)C2)CC1	i	?
c1ccc(Nc2nc(-c3cccnc3)nc3ccccc23)cc1	-3%	-112%[inhibitor]
COc1ccccc1CNc1ncnc2ccc(-c3ccc4c(c3)OCO4)cc12	-13%	-31%[inhibitor]
Clc1ccccc1-c1cc(NCCN2CCOCC2)ncn1	i	1%
COCC(=O)N1CCC[C@@]2(CCN(Cc3ccccc3)C2)C1	-1%	24%
COc1ccc2[nH]cc(CCNc3ccnc(-c4c(C)noc4C)n3)c2c1	-2%	16%
Cc1ccccc1-c1cc(NCc2cccnc2)ncn1	-3%	-12%
Cc1nc2cnc(Oc3cccc(Cl)c3)nc2n(C2CC2)c1=O	i	16%
COc1ccc(CNc2ncnc3ccc(-c4c(C)noc4C)cc23)c(OC)c1	-6%	-60%[inhibitor]
CN1CCN(c2ncc3nc(-c4ccccc4)c(=O)n(C4CC4)c3n2)CC1	i	-28%
COc1ccc(CNc2ncncc2-c2ccoc2)c(OC)c1	12%	-31%[inhibitor]
N#CCCn1c(=O)c(-c2ccc(Cl)cc2)nc2cnc(Oc3cccc(Cl)c3)nc21	-3%	-30%[inhibitor]
COc1cccc(Cn2c(=O)c(-c3cc(F)cc(F)c3)nc3cnc(N4CCN(C)CC4)nc32)c1	-9%	-211%[inhibitor]
Cn1cc(-c2nc3cnc(N4CCNCC4)nc3n(CCc3ccccc3)c2=O)c2ccccc21	-6%	0%
COc1ccc(NC(=O)N2CC[C@@]3(CCCN(C(=O)c4ccco4)C3)C2)cc1	-3%	2%
Cn1c(=O)c(-c2cccc(Cl)c2)nc2cncnc21	i	8%
N#Cc1ccc(CN2CC[C@@]3(CCCN(C(=O)c4cc(C(F)(F)F)cc(C(F)(F)F)c4)C3)C2)cc1	-7%	-51%[inhibitor]
COCC(=O)N1CCC2(CC1)CCN(c1ccc(-c3ccccc3)cc1)CC2	-12%	-158%[inhibitor]
COc1ccccc1-c1cncnc1N1CCN(C)CC1	-4%	?

Part of the list above, with bars between the fields:
canonical_smiles | RECQ1 helicase | HTT cytoprotect
Cn1c(=O)c(-c2cccc(Cl)c2)nc2cncnc21 | i | 8%
COCC(=O)N1CCC2(CC1)CCN(c1ccc(-c3ccccc3)cc1)CC2 | -12% | -158%[inhibitor]
Cn1cc(-c2nc3cnc(N4CCNCC4)nc3n(CCc3ccccc3)c2=O)c2ccccc21 | -6% | 0%
Cc1nc2cnc(Oc3cccc(Cl)c3)nc2n(C2CC2)c1=O | i | 16%
COc1ccc(NC(=O)N2CC[C@@]3(CCCN(C(=O)c4ccco4)C3)C2)cc1 | -3% | 2%

Remaining list, next part:
SMILES	RECQ1 helicase	HTT cytoprotect
CCNc1ncc2nc(-c3ccccc3)c(=O)n(Cc3cccc(OC)c3)c2n1	-9%	?
COc1ccccc1CN1CC[C@@]2(CCCN(S(C)(=O)=O)C2)C1	-7%	14%
O=C(c1csnn1)N1CCC[C@@]2(CCN(Cc3ccccc3)C2)C1	-4%	?
COc1ccc2[nH]cc(CCNc3ccnc(-c4ccoc4)n3)c2c1	i	-1%
CS(=O)(=O)Nc1cccc(-c2ccc3ncnc(NC4CC4)c3c2)c1	-3%	-63%[inhibitor]
COc1ccc(-c2nc3cnc(N4CCN(C)CC4)nc3n(C)c2=O)cc1	-4%	29%
COc1ccc(-n2c(=O)cnc3cnc(OC)nc32)cc1	-12%	-70%[inhibitor]
CC(=O)NCCNc1nc(-c2cccnc2)nc2ccccc12	4%	10%
COc1ccc(-c2nc3cnc(N(C)C)nc3n(C)c2=O)cc1	-2%	-37%[inhibitor]
O=c1c(-c2ccccc2)nc2cnc(N3CCNCC3)nc2n1Cc1ccc(F)cc1	-1%	?
COc1ccc(-n2c(=O)c(-c3ccc(F)cc3)nc3cnc(OC)nc32)cc1	-3%	-1%
COc1ccc(Oc2ncc3nc(C)c(=O)n(-c4ccccc4)c3n2)cc1	-4%	12%

Looked up above:
RECQ1 helicase, O=C(c1csnn1)N1CCC[C@@]2(CCN(Cc3ccccc3)C2)C1 is entered as -4%
HTT cytoprotect, COc1ccc(NC(=O)N2CC[C@@]3(CCCN(C(=O)c4ccco4)C3)C2)cc1 is entered as 2%

Five entries from above, arranged by heavy-atom count, smallest number first:
SMILES	RECQ1 helicase	HTT cytoprotect
Cn1c(=O)c(-c2cccc(Cl)c2)nc2cncnc21	i	8%
COc1ccccc1-c1cncnc1N1CCN(C)CC1	-4%	?
CS(=O)(=O)Nc1cccc(-c2ccc3ncnc(NC4CC4)c3c2)c1	-3%	-63%[inhibitor]
COc1ccc(-n2c(=O)c(-c3ccc(F)cc3)nc3cnc(OC)nc32)cc1	-3%	-1%
Cn1cc(-c2nc3cnc(N4CCNCC4)nc3n(CCc3ccccc3)c2=O)c2ccccc21	-6%	0%

(next part)
SMILES	RECQ1 helicase	HTT cytoprotect
O=c1c(-c2ccc(F)cc2)nc2cnc(Oc3ccccc3)nc2n1C[C@H]1CCCO1	i	-48%[inhibitor]
Cc1nc2cnc(Nc3ccccc3)nc2n(CCC#N)c1=O	-3%	-8%
CCNc1ncc2nc(-c3cccc(C#N)c3)c(=O)n(CCC#N)c2n1	-8%	10%
COc1cccc(Nc2ncc3nc(C)c(=O)n(-c4ccccc4)c3n2)c1	-5%	-9%
Cc1noc(C)c1C(=O)N1CCC2(CCCN(C(c3ccccc3)c3ccccc3)C2)CC1	-12%	9%
COCCn1c(=O)c(-c2ccc(Cl)cc2)nc2cnc(N3CCNCC3)nc21	i	-58%[inhibitor]
COc1cccc(Cn2c(=O)c(-c3cccs3)nc3cnc(Nc4ccccc4)nc32)c1	-16%	-12%
CCNc1ncc2nc(C)c(=O)n(Cc3ccc(F)cc3)c2n1	-17%	-290%[inhibitor]
CC(=O)N1CCC[C@@]2(CCN(c3ccccc3)C2)C1	-3%	22%
COc1ccc(Oc2ncc3nc(-c4ccc(F)cc4)c(=O)n(C4CC4)c3n2)cc1	i	-54%[inhibitor]
Cc1cnc(CNc2ncnc3ccc(-c4ccc5c(c4)OCO5)cc23)cn1	20µM*	-92%[inhibitor]
COC(=O)N1CCC2(CCCN(C(=O)Nc3ccc(OC)cc3)C2)CC1	i	16%
COc1ccc(-n2c(=O)c(-c3ccc(F)cc3)nc3cnc(N4CCOCC4)nc32)cc1	i	-36%[inhibitor]
Cn1cccc1C(=O)N1CCC2(CC1)CCN(c1ccncc1)CC2	-7%	?
CS(=O)(=O)N1CCC2(CCCN(C(=O)Nc3cccc(C#N)c3)C2)CC1	-5%	-5%
Cc1ccccc1-c1ccc2ncnc(N(C)Cc3ccco3)c2c1	-5%	13%
COc1ccc(C(=O)N2CCC3(CCN(Cc4ccc(C#N)cc4)CC3)CC2)cc1	i	-1%
COc1ccc(-c2nc3cnc(N4CCN(C)CC4)nc3n(Cc3ccc(F)cc3)c2=O)cc1	-12%	?
O=c1cnc2cnc(Nc3ccccc3)nc2n1Cc1cccs1	i	?
CNc1nc(-c2ccccc2CN(C)C)nc2ccccc12	23%	-43%[inhibitor]
Cc1ccccc1-c1nc(N(C)Cc2ccco2)c2ccccc2n1	-3%	-69%[inhibitor]
CC(=O)N1CCC[C@@]2(CCN(c3ccncc3)C2)C1	i	26%
COc1ccc(Oc2ncc3nc(-c4cc(F)cc(F)c4)c(=O)n(CCC#N)c3n2)cc1	-1%	21%
CCNc1ncc2nc(-c3cccs3)c(=O)n(C[C@H]3CCCO3)c2n1	-8%	-16%
N#Cc1ccc(CN2CC[C@@]3(CCCN(C(=O)c4ccncc4)C3)C2)cc1	-6%	7%
COc1cccc(Cn2c(=O)c(-c3ccc(Cl)cc3)nc3cnc(N4CCNCC4)nc32)c1	i	-6%
Cc1cnc(CNc2cc(-c3ccccc3Cl)ncn2)cn1	i	2%
CCNc1ncc2nc(C)c(=O)n(C[C@H]3CCCO3)c2n1	i	?
COc1ccccc1CN1CC2(CCN(S(C)(=O)=O)CC2)C1	-11%	-8%
COc1cccc(Cn2c(=O)c(-c3cc(F)cc(F)c3)nc3cnc(N(C)C)nc32)c1	-8%	2%
CCNc1ncc2nc(-c3ccc(Cl)cc3)c(=O)n(C)c2n1	i	-14%
O=c1c(-c2cccc(F)c2)nc2cncnc2n1C1CC1	-9%	-2%
O=C(c1ccco1)N1CCC[C@@]2(CCN(Cc3ccccc3)C2)C1	-3%	-63%[inhibitor]
CS(=O)(=O)N1CCC2(CCCN(c3ccccn3)C2)CC1	-2%	2%
CN1CCN(c2ncc3nc(-c4cccs4)c(=O)n(Cc4ccc(F)cc4)c3n2)CC1	i	-14%
COc1cccc(Nc2ncc3nc(-c4cn(C)c5ccccc45)c(=O)n(CCC#N)c3n2)c1	3%	?
O=C(c1csnn1)N1CCC2(CC1)CCN(c1ccccc1)CC2	-11%	-25%
Cc1ccccc1-c1nccc(Nc2ccc(F)cc2)n1	-21%	-16%
COCCNc1nc(-c2ccccc2Cl)nc2ccccc12	-12%	2%
COCCn1c(=O)c(-c2cc(F)cc(F)c2)nc2cnc(Oc3ccccc3)nc21	-9%	-5%
N#Cc1cccc(-c2cncnc2NCCc2cnc[nH]2)c1	-8%	9%
COCCn1c(=O)c(C)nc2cnc(N3CCNCC3)nc21	-6%	13%
CN(C)c1ncc2ncc(=O)n(Cc3ccc(F)cc3)c2n1	i	-54%[inhibitor]
COCCn1c(=O)cnc2cnc(Nc3ccccc3)nc21	i	?
CC(C)NC(=O)N1CC[C@@]2(CCCN(C(=O)c3cccc(F)c3)C2)C1	i	30%
COCCn1c(=O)c(-c2ccc(F)c(F)c2)nc2cncnc21	i	-6%
COc1ccc(NC(=O)N2CC3(CCN(C(=O)c4ccco4)CC3)C2)cc1	i	-4%
COc1cccc(Cn2c(=O)cnc3cnc(N4CCOCC4)nc32)c1	-10%	-64%[inhibitor]
CN(C)c1ncnc2ccc(-c3cccc(C#N)c3)cc12	20%	-85%[inhibitor]
CC(=O)N1CCC2(CC1)CCN(c1ccccc1)CC2	-5%	-61%[inhibitor]
COc1cccc(Nc2ncc3ncc(=O)n(C4CC4)c3n2)c1	-2%	-144%[inhibitor]
COC(=O)N1CCC2(CCCN(c3ccncc3)C2)CC1	6%	9%
c1csc(CNc2ncncc2-c2ccoc2)c1	5%	?
O=c1c(-c2cccs2)nc2cncnc2n1Cc1ccc(F)cc1	-2%	-77%[inhibitor]
COc1ncc2nc(-c3ccc(Cl)cc3)c(=O)n(C[C@H]3CCCO3)c2n1	i	1%
O=c1c(-c2ccc(F)cc2)nc2cnc(Oc3cccc(Cl)c3)nc2n1C[C@H]1CCCO1	-7%	9%
COc1ccc(C(=O)N2CCC3(CCCN(c4ncccn4)C3)CC2)cc1	-2%	-62%[inhibitor]
COC(=O)N1CCC2(CCN(Cc3nccs3)CC2)CC1	-6%	-4%
CS(=O)(=O)N1CCC[C@@]2(CCN(C(=O)Nc3ccccc3)C2)C1	i	-8%
CN1CCN(c2ncc3nc(CCc4ccccc4)c(=O)n(Cc4cccs4)c3n2)CC1	-8%	-28%

Further entries:
SMILES	RECQ1 helicase	HTT cytoprotect
COC(=O)N1CCC2(CC1)CCN(c1cccc(-c3ccccc3)c1)CC2	-17%	-45%[inhibitor]
CC(=O)N1CCC[C@@]2(CCN(Cc3ccccc3)C2)C1	-5%	11%
COc1ccc(-n2c(=O)cnc3cnc(N4CCNCC4)nc32)cc1	-8%	13%
O=C(c1cc(C(F)(F)F)cc(C(F)(F)F)c1)N1CCC2(CCCN(c3ncccn3)C2)CC1	-10%	-53%[inhibitor]
CN1CCN(c2ncc3nc(-c4ccc(Cl)cc4)c(=O)n(CCC#N)c3n2)CC1	-7%	-5%
c1ccc(-c2ccc(N3CC4(CCNCC4)C3)cc2)cc1	-7%	-260%[inhibitor]
COc1ccc2[nH]cc(CCNc3ncnc4ccc(-c5cccnc5)cc34)c2c1	-15%	-168%[inhibitor]
Cc1noc(C)c1C(=O)N1CCC2(CC1)CN(C(=O)Nc1cccc(F)c1)C2	-7%	-2%
Cn1c(=O)c(-c2ccccc2)nc2cncnc21	-8%	-23%
COc1ccc(Oc2ncc3nc(-c4ccc(Cl)cc4)c(=O)n(CCC#N)c3n2)cc1	-19%	9%
COc1ccccc1CN1CCCC2(CCN(C(=O)c3c(C)noc3C)CC2)C1	0%	29%

High-throughput results from PubChem BioAssay.
